# High-throughput results deposited in PubChem by The Scripps Research Institute Molecular Screening Center.
# MITF inh – blocks human microphthalmia-associated transcription factor; O75030; AlphaScreen MITF homodimerization, bead proximity signal; inhibition, % at 2.6 µM; 650,000 tested, 0.91% active; AID 1259374; in the data active means inhibition above about 50%;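 further: 0% = vehicle wells with protein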
# Target sequence (O75030 whole entry, looked up): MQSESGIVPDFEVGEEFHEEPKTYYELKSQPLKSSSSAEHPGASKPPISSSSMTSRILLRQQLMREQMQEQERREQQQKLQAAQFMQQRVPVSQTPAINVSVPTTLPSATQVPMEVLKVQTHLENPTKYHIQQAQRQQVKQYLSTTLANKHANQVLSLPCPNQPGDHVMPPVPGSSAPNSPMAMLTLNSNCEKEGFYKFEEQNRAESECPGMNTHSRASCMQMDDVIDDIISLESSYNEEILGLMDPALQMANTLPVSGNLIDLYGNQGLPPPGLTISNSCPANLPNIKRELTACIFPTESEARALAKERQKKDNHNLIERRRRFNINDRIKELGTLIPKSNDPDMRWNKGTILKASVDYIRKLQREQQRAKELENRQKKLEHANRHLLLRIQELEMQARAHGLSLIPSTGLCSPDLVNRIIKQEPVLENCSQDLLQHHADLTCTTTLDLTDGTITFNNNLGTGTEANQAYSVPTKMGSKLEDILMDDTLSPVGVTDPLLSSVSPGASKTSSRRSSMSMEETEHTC
# FBW7 activator – activators of human E3 ligase FBW7; AlphaScreen FBW7–phospho-cyclin E peptide binding, activator screen; normalized activity (activation), % at 26.1 µM; 650,000 tested, 0.13% active; in the data active means normalized activity above about 1.9%;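 further: purified mutant Fbw7 with reduced substrate affinity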
# TEAD-YAP inh – TEAD-YAP interaction inhibition. HEK-TIYL cells, TEAD-Gal4/YAP UAS-luciferase luminescence. inhibition, % at 9.12 µM. 640,000 tested, 1.4% active; in the data active means inhibition above about 32%;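 further: 0% = median of test compound wells and 100% = reference inhibitor wells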
# GPR151 ag – activates the human receptor GPR151; PathHunter beta-arrestin GPR151 cells, luminescence; activation, % at 11.2 µM; 650,000 tested, 1% active; AID 1508602; in the data active means activation above about 4.9%;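 further: 0% = median of compound wells and 100% = cells with positive control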
# Target sequence (Q8TDV0 whole entry, looked up): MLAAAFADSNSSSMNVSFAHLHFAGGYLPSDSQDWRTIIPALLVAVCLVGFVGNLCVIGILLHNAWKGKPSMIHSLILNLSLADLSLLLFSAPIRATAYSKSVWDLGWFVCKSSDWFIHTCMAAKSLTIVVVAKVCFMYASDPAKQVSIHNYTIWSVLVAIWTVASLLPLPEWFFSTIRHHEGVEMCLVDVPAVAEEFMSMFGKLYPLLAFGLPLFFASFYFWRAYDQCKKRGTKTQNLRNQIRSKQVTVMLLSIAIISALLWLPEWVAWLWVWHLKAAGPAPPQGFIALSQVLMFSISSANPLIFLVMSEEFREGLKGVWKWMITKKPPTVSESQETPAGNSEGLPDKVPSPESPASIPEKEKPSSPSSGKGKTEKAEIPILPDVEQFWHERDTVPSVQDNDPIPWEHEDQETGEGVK
# Active calls of the source: *. Compounds as they come, and some 3.4% of all compounds hit somewhere here.
# Start of the listing, in advance, 6 compounds:
SMILES,MITF inh,FBW7 activator,TEAD-YAP inh,GPR151 ag
CC1=NN(C(=O)c2cccc(O)c2C)C(O)(C(F)(F)F)C1 (stereo unspecified),2,0.6,1,-1.0
CN1C(=O)/C(=C\c2ccc(O)cc2)OC1=S,3,0.1,4,-0.6
CCOC(=O)CCCNc1nc(C)nc2sc3c(c12)CCC(C)C3 (stereo unspecified),16,0.0,-12,-1.2
COc1cc(OC)cc(C(=O)N2CCC(C(=O)Nc3ccc(Br)cc3)CC2)c1,14,-0.2,2,-0.9
CCN(CC)S(=O)(=O)c1ccc(NN=C2CCN(C(C)=O)CC2)c([N+](=O)[O-])c1,5,0.0,5,-0.5
Cc1cc(C)cc(C(=O)NCC(=O)OCC(=O)Nc2sc3c(c2C#N)CCC(C)C3)c1 (stereo unspecified),1,0.1,0,-0.9

# This part in full, from the start:
SMILES,MITF inh,FBW7 activator,TEAD-YAP inh,GPR151 ag
CC1=NN(C(=O)c2cccc(O)c2C)C(O)(C(F)(F)F)C1 (stereo unspecified),2,0.6,1,-1.0
CN1C(=O)/C(=C\c2ccc(O)cc2)OC1=S,3,0.1,4,-0.6
CCOC(=O)CCCNc1nc(C)nc2sc3c(c12)CCC(C)C3 (stereo unspecified),16,0.0,-12,-1.2
COc1cc(OC)cc(C(=O)N2CCC(C(=O)Nc3ccc(Br)cc3)CC2)c1,14,-0.2,2,-0.9
CCN(CC)S(=O)(=O)c1ccc(NN=C2CCN(C(C)=O)CC2)c([N+](=O)[O-])c1,5,0.0,5,-0.5
Cc1cc(C)cc(C(=O)NCC(=O)OCC(=O)Nc2sc3c(c2C#N)CCC(C)C3)c1 (stereo unspecified),1,0.1,0,-0.9
COc1ccc(S(=O)(=O)N2CCC(C(=O)NC(C)(C)C)CC2)cc1,-5,-0.2,3,2.5
CC(C)(C)C1CCc2c(sc(NC(=O)c3cccc(Br)c3)c2C(N)=O)C1 (stereo unspecified),5,-0.1,23,1.3
Cc1ccc(CC2(NC(=O)c3ccccc3)N=C3C=CC=CN3C2=O)cc1 (stereo unspecified),-3,-0.2,2,0.0
COc1ccc(-c2noc(CN3CCN(C(=O)c4cccs4)CC3)n2)c(OC)c1OC,0,0.0,5,1.2
COc1ccc(CN2CCC(n3nccc3NC(=O)Nc3ccccc3Cl)CC2)cc1,5,0.1,29,0.0
COCCn1c(=NC(=O)c2ccc([N+](=O)[O-])o2)sc2cc(OC)ccc21,-6,0.0,0,1.4
Cc1[nH]n(C(N)=S)c(=O)c1N=Nc1ccc(S(N)(=O)=O)cc1,-1,-0.3,-26,-4.6
O=C(Nc1ccccc1)NC1(C(=O)Nc2ccc3c(c2)OCCO3)CCCCC1,7,1.0,6,-1.9
Cc1ccccc1C(=O)Nc1sc2c(c1C(=O)NCc1ccco1)CCC2,-4,0.3,1,0.4
O=C1/C(=C\c2cccs2)N2CCC1CC2,-14,-0.3,-3,0.5
CCN(CCn1cccn1)Cc1c(C(=O)N(C)C)nc2ccc(Cl)cn12,1,-0.1,1,-0.3
CCCOc1ccc(-c2nn(-c3ccccc3)cc2/C=c2\sc3ncnn3c2=O)cc1,1,-0.1,-11,-1.1
CCCOc1ccc(NC(=O)C2CC(=O)N(C)C(=Nc3ccc(C)c(Cl)c3)S2)cc1 (stereo unspecified),-6,0.1,4,1.5
CCOC(=O)c1sc(NC(=O)CSc2nnc(CNC(=O)Cc3ccccc3)n2-c2cccc(C)c2C)c(C(=O)OCC)c1C,5,0.2,-1,-2.1
O=C(c1ccccc1F)n1cnc2ccccc21,-19,-0.1,-1,-0.3
CCCCNC(=O)C1c2cc(OC)c(OC)cc2C(=O)N(C)C1c1ccccc1F (stereo unspecified),-11,0.2,0,-0.7
CCCCN1C(=O)C2C(c3ccc(OC)cc3O)NC(CC(C)C)(C(=O)O)C2C1=O (stereo unspecified),2,0.1,0,0.3
CN(Cc1ccc(-n2cccn2)cc1)C(=O)CC1(c2cccc(F)c2)CC(=O)N(C)C1=O (stereo unspecified),-1,0.0,-2,1.1

# Full records, looked up by structure.
# Profile of CCCCN1C(=O)C2C(c3ccc(OC)cc3O)NC(CC(C)C)(C(=O)O)C2C1=O (stereo unspecified) : MITF inh: 2; FBW7 activator: 0.1; TEAD-YAP inh: 0; GPR151 ag: 0.3
# Profile of CCCCNC(=O)C1c2cc(OC)c(OC)cc2C(=O)N(C)C1c1ccccc1F (stereo unspecified) : MITF inh: -11; FBW7 activator: 0.2; TEAD-YAP inh: 0; GPR151 ag: -0.7

# (continued)
SMILES,MITF inh,FBW7 activator,TEAD-YAP inh,GPR151 ag
CC(C)(C)n1nnnc1C(c1cccnc1)N1CCN(C2CCCCC2)CC1 (stereo unspecified),9,0.5,3,-0.3
NC1=NC(=O)/C(=C/c2ccc(OS(=O)(=O)c3ccccc3)c(Br)c2)S1,7,0.1,-9,0.3
Cc1ccc2nc(NC(=S)NC(=O)c3cccs3)sc2c1,11,0.1,-22,0.2
CC(=O)c1ccc(N2CCN(C(=O)c3cc([N+](=O)[O-])ccc3F)CC2)c(F)c1,12,0.0,14,1.3
COc1ccc(-c2c(C#N)c(SCC(=O)Nc3cc(OC)c(Cl)cc3OC)nc(C)c2C(=O)Nc2ccccc2)cc1,4,0.0,-2,0.4
Cc1ccnc(NC(=O)CN2C(=O)COc3ccc(C)cc32)c1,-5,-0.1,-9,-0.2
CCOC(=O)c1c(C)[nH]c(C(=O)C(C)OC(=O)c2ccc(N(C)C)cc2)c1C (stereo unspecified),1,-0.2,6,-0.9
CCC1CCCCN1C(=O)c1c(-c2ccccc2)noc1C (stereo unspecified),2,0.2,3,1.3
CS(=O)(=O)N(CC(=O)Nc1c(F)cccc1F)c1cccc(Cl)c1Cl,-5,-0.2,-3,1.5
Cc1cc(C)c(C)c(Cn2c(CCNC(=O)CCC(C)O)nc3ccccc32)c1C (stereo unspecified),-13,-0.1,-12,-0.3
CCN(C(=O)COc1ccc(Br)cc1)c1ccccc1,-6,0.0,4,2.7
Cn1c(=O)n(C)c2cc(NS(=O)(=O)C3=CC=C(Br)C3)ccc21,17,-0.2,11,1.7
COC(=O)c1ccc(CNCCC2CCC(=O)N2Cc2ccc(Cl)s2)cc1 (stereo unspecified),11,0.7,-11,-1.8
O=C(NCCc1ccc(O)cc1)c1ccc2ccccc2c1,-3,-0.2,-46,-0.7
Cc1ccc(-c2nnc(C3CCN(S(=O)(=O)Cc4ccccc4)CC3)o2)cc1,17,0.0,-5,-0.2
CC(=O)N(c1ccc2oc(=O)sc2c1)S(=O)(=O)c1ccc(F)cc1C,15,0.0,9,-0.5
CC(=O)c1cccc(-c2nc(Nc3ccc(N4CCOCC4)cc3)c3ncn(C(C)C)c3n2)c1,-3,0.0,19,-2.2
O=C1N(Cc2cccnc2)C[C@@H]2C[C@@H](c3cccc(OC4CCCC4)c3)N3CCC[C@@]123,3,0.2,4,1.6
CN(C)S(=O)(=O)c1cccc(NC(=O)CSc2nncn2C)c1,-2,0.1,-2,-1.8
Cc1ccccc1N(C)S(=O)(=O)c1ccc2[nH]cc(C(=O)NCc3ccccn3)c(=O)c2c1,12,0.0,8,-0.4
CCOC(=O)CCN1C(=O)CCC1CCNCc1cccc(C)c1 (stereo unspecified),-4,-0.2,-2,-0.2
COCCNC(=S)N(Cc1ccccc1)Cc1ccc(F)cc1,3,0.3,11,0.1
COc1ccc(C(=O)NC2CC2)cc1OC1CCN(Cc2nccn2C)CC1,5,0.0,4,-0.4
N#Cc1ccccc1NC(=O)CCSc1ccccc1,2,-0.2,-11,-1.1
CNC(=O)c1c(NC(=O)c2ccc(OC)cc2)sc2c1CCC2,-13,0.2,-2,0.4
CC(C)CCNC(=O)c1ccc2c(c1)N(Cc1ccccc1)C(=O)CS2=O (stereo unspecified),7,-0.2,4,0.8
CN(C1CCCC1)S(=O)(=O)c1ccc(C(=O)Nc2ccc3sccc3c2)cc1,1,0.1,7,0.5
CCOC(=O)c1nnc(Cc2ccc(Cl)cc2)o1,10,-0.3,-21,0.3
Cc1c(C(=O)N2CCCC2)sc2ncn(CC(=O)N3CCOCC3)c(=O)c12,1,-0.1,-4,-1.3
COc1ccc(S(=O)(=O)N2CCCC2)cc1I,9,0.0,-4,-0.6
CC(C)CN1CCNC(=O)C1CC(=O)N(C)Cc1cccc(C(F)(F)F)c1 (stereo unspecified),14,0.2,-3,1.1
Cc1nc2sc(C(c3cccs3)N3CCC4(CC3)OCCO4)c(O)n2n1 (stereo unspecified),6,0.2,-4,-0.2
CCCC/C=C\c1cnc2c(NCCCOC)nccn12,-6,0.0,7,-0.2
Cc1nc2ccccn2c1C(=O)Nc1ccc(Oc2ccccc2)cc1,8,0.4,-57,-0.5
CCC(C)NS(=O)(=O)N(C)C (stereo unspecified),16,1.4,-6,-1.7
COCCNC(=O)c1cc(S(=O)(=O)N2CC(C)CC(C)C2)ccc1Sc1ccc(F)cc1 (stereo unspecified),-6,-0.3,1,-0.2
CN1CCc2c(sc(NC(=S)NC(=O)c3ccccc3)c2C#N)C1,3,0.0,4,-0.3
COc1cccc(OC)c1CN1CCc2nnc(CCNC(=O)C3CCC3)n2CC1,16,0.3,-2,-0.4
COc1cccc(-c2cnn3ccc(Nc4ccc(O)cc4)nc23)c1,11,1.0,-5,-1.3
CC1CCN(C(=O)c2ccc([N+](=O)[O-])cc2Cl)CC1,6,0.2,-2,-1.0
O=C(CNC(=O)c1ccc2[nH]c3ccccc3c2c1)NCCO,1,0.1,-2,0.4
CCOC(=O)c1ccc(NC(=O)CCn2c(=O)sc3ccccc32)cc1,5,0.1,3,0.9
CC1(C)CC(=O)c2cc(NC(=O)c3ccccc3)c(=O)oc2C1,12,0.0,-7,-0.3
CCn1nc(C)c(CNCc2cn[nH]c2-c2ccc(OC)c(F)c2)c1C,10,0.2,7,5.4*
O=C1C(C=Nc2cccc(C(F)(F)F)c2)=C(O)c2ccccc21,-10,-0.1,70*,0.1
CCOC(=O)c1c(NC(=O)c2cccc(OC)c2)sc(C(=O)OC(C)C)c1C,-10,0.2,-8,-2.0
O=S(=O)(Cc1ccccc1Cl)Nc1nc2cc(Cl)ccc2o1,8,0.0,3,0.1
O=C(N/C(=C\c1cc(Br)ccc1F)C(=O)N1CC2CC(C1)c1cccc(=O)n1C2)c1ccccc1F (stereo unspecified),18,0.2,-12,-0.9
COc1ccc2c(=O)c3c(oc2c1)C(=O)N(CCCN(C)C)C3c1ccccc1 (stereo unspecified),3,-0.3,-6,2.7
CC1CC(=O)Nc2c(Br)cc(Br)cc2N1 (stereo unspecified),-18,-0.1,-1,0.3
CC#CC(=O)N1CCC(C2(c3ccccn3)NC(=O)N(CCc3cccs3)C2=O)CC1 (stereo unspecified),4,0.0,5,-0.7
O=C(Nc1ccc(O)cc1)c1cc2nc3c(c(C(F)(F)F)n2n1)CCc1ccccc1-3,2,0.1,-4,-0.7
O=c1[nH]c(C2CC2)nc2cc(-c3cnn(-c4cccc(CN5CCOCC5)c4)c3)ccc12,28,0.3,9,-1.1
CC(C)[C@H](CO)n1c(=O)[nH]c2ncc(-c3ccc(N4CCOCC4)cc3)nc21,-5,-0.4,6,-0.6
CCOC(=O)C1=C(C)N(c2ccc(Cl)cc2)C(C)=C(C(=O)OCC)C1c1cccc([N+](=O)[O-])c1,-7,-0.2,3,-0.4
CCOC(=O)N1CCN(c2c(NC3CCCC3)c(=O)c2=O)CC1,-2,0.0,-4,4.7
Cc1cccc(/C(N)=N/OC(=O)c2ccc(Br)o2)c1,9,0.0,-33,-2.0
Cc1cc2ncn(CC(=O)N3CCOCC3)c2cc1C,-4,0.0,4,1.1
COc1ccccc1N1CCN(C2CCCN(C(=O)CCC(=O)N(C)C)C2)CC1 (stereo unspecified),13,0.1,6,-0.4
COc1ccc2c(c1)CC(C(=O)Nc1ccc(-c3cnoc3N)cc1)CO2 (stereo unspecified),4,-0.1,6,0.8
# Going on with the list:
SMILES,MITF inh,FBW7 activator,TEAD-YAP inh,GPR151 ag
CCOC(=O)c1ccc(COC(=O)c2ccncc2)c(Br)c1,-2,-0.2,-1,0.7
COCCNC(=S)NNS(=O)(=O)c1ccc(C(C)(C)C)cc1,-15,-0.2,-2,0.2
O=C(/C=C/c1ccc(Cl)c(Cl)c1)Nc1ncc(Cc2ccccc2)s1,9,-0.1,7,-0.3
CC(C)(C)c1ccc(S(=O)(=O)Nc2ccc3[nH]c(=O)[nH]c3c2)cc1,12,0.7,-1,4.8
COc1cc(/C=C2\C(=O)NC(=O)N(c3cccc(C)c3)C2=O)ccc1O,0,-0.1,2,1.1
COc1nc(OC)nc(N2CCC(C(=O)NCC#N)CC2)n1,-15,-0.3,-7,1.0
CC1CCN(C(=O)C2(NC(=O)Nc3ccc(F)cc3F)CCCCC2)CC1,-2,0.0,8,1.5
CC(=O)N1CCc2cc(S(=O)(=O)NC(C(=O)NC(C)c3ccccc3)C(C)C)ccc21 (stereo unspecified),18,0.3,-8,-1.3
Cc1ccc(C2=CC(c3cccs3)n3ncnc3N2)cc1C (stereo unspecified),3,0.0,-38,0.5
O=C(CNC(=O)C(c1ccccc1)c1ccccc1)OCc1ccccc1,-10,-0.1,8,1.2
COc1cc(/C=N/NC(=O)Cn2nnc(-c3ccccc3)n2)ccc1OC(C)=O,4,0.1,10,-0.1
N#Cc1c(C(F)(F)F)cc(-c2ccccc2)nc1NCCO,-3,0.5,-7,-0.4
C=CCn1c(CNC(=O)c2cccc(C)c2)nnc1SCC(=O)NCc1ccccc1,0,0.1,10,1.4
O=C(NCCc1nc2ccccc2[nH]1)c1ccc([N+](=O)[O-])cc1,-7,-0.1,-4,0.3
CCS(=O)(=O)N1CCC(C(=O)NCCC(C)C)CC1,5,0.0,-2,1.6
